Source: PubChem (several laboratories)
BoNT-A LC inh2 – BoNT/A light chain protease inhibitors, primary screen, biochemical, flow cytometry, MLPCN library. multiplex microsphere protease substrate cleavage. inhibition, % at 10 µM. 360,000 compounds, 0.17% hits. AID 588499, 2011; in the data active = inhibition above about 30%; inconclusive = no clear call, values can overlap the other calls; note: plate controls were buffer without enzyme for full effect and enzyme alone for no effect
CCHF vOTU inh – CCHFV vOTU protease inhibitors, primary screen, biochemical, Pep-AMC substrate, fluorescence. Crimean-Congo hemorrhagic fever virus L polyprotein viral ovarian tumor (vOTU) protease …. inhibition, % at 11.5 µM. 370,000 compounds, 0.55% hits. AID 651958, 2012; note: 0% = vehicle wells with enzyme and 100% = no enzyme wells
FadD28 binding – inhibitors of FadD28 bisubstrate probe binding, primary screen, biochemical, fluorescence polarization, single point | inhibition, % at 12.5 µM | 360,000 compounds, 0.22% hits | Mycobacterium tuberculosis FadD28 fatty-acid-AMP ligase; in the data active = inhibition above about 8.5%, passing the limit was not always enough; inconclusive = no clear call, values can overlap the other calls
FBA Mtb inh – Mtb FBA enzyme inhibitors, primary screen, biochemical, fluorescence, strain H37Rv. purified M. tuberculosis FBA, fluorescence read-out. AID 588726, 2011. 360,000 compounds, 2.3% hits. inhibition, % at 1 µM; in the data active = inhibition above about 27%;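 note: 0% = vehicle and 100% = reference inhibitor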
Target sequence (P9WQA3 whole entry, looked up): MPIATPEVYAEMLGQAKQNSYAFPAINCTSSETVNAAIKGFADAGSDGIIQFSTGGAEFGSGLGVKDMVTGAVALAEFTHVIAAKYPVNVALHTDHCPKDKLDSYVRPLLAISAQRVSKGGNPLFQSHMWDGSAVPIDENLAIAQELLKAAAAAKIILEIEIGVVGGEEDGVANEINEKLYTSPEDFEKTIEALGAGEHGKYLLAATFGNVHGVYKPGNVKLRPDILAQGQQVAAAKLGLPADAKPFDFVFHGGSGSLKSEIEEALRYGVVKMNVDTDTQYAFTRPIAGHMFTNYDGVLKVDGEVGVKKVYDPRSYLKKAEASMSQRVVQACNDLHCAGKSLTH
GDH-TPI counter – GDH-TPI coupling enzyme inhibitors, primary screen, artefact control for M. tuberculosis FBA inhibitor project, biochemical, absorbance, full deck; inhibition, % at 4.8 µM; 360,000 compounds, 1.2% hits; GDH-TPI coupled enzyme counterscreen, NADH absorbance;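 note: 0% = DMSO wells and 100% = wells lacking the enzyme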
BoNT F protease – BoNT/F light chain protease inhibitors, primary screen, biochemical, flow cytometry, MLPCN library. Botulinum neurotoxin type F light chain protease (Clostridium botulinum). Multiplex microsphere protease cleavage assay. inhibition, % at 10 µM. 360,000 compounds, 0.22% hits. AID 588497, 2011; in the data active = inhibition above about 35%, passing the limit was not always enough; inconclusive = no clear call, values can overlap the other calls; note: plate controls were buffer without enzyme for full effect and enzyme alone for no effect
PrPC TRFRET – inhibitors of human cell surface prion protein PrPC, primary screen, cell-based, TR-FRET. Major prion protein (Homo sapiens), P04156. TR-FRET read-out. inhibition, % at 13.8 µM. 370,000 compounds, 0.43% hits; in the data active = inhibition above about 24%; note: 0% = median of the test wells and 100% = reference compound wells
BioA inh – M. tuberculosis BioA enzyme inhibitors, primary screen, biochemical, plate reader, single point, HTS; 7,8-diaminopelargonic acid synthase BioA (Mycobacterium tuberculosis); purified M. tuberculosis BioA enzyme; inhibition, % at 9.99 µM; 360,000 compounds, 0.096% hits; in the data active = inhibition above about 40%; inconclusive = no clear call, values can overlap the other calls
Mtb UGM inh – M. tuberculosis UGM enzyme inhibitors, primary screen, biochemical, fluorescence polarization, single point; purified UGM, fluorescence polarization probe displacement; inhibition, % at 10 µM; UDP-galactopyranose mutase (Mycobacterium tuberculosis (strain ATCC 25618 / H37Rv)), …; 320,000 compounds, 0.06% hits; in the data active = inhibition above about 10%, passing the limit was not always enough; inconclusive = no clear call, values can overlap the other calls
Target sequence (P9WIQ1 whole entry, looked up): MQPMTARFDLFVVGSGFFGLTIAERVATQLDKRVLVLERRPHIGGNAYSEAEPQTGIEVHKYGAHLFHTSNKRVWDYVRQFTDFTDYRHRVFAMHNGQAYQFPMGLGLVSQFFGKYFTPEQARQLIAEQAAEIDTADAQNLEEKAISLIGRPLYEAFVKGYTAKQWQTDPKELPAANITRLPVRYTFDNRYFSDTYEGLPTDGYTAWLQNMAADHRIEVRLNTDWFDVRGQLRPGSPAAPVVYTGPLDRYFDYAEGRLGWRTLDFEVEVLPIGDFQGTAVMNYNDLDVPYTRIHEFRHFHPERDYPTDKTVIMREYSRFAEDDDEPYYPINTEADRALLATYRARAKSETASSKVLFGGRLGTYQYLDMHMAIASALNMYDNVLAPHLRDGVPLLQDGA
Numbers without * were called inactive; u = inconclusive; x = not tested or not shown; & = joins results of further samples. Cut-off read from the data, not from the text of the source, unless noted: active = inhibition above about 30%; inactive = the rest. Not a hit list; overall some 4.8% were active at least once.

SMILES | BoNT-A LC inh2 | CCHF vOTU inh | FadD28 binding | FBA Mtb inh | GDH-TPI counter | BoNT F protease | PrPC TRFRET | BioA inh | Mtb UGM inh
COc1cc(/C=C(/C#N)c2ccc(F)cc2)ccc1Oc1ccc([N+](=O)[O-])cn1 | 0.4 | 8 | 0.6 | -3 | 17 | 11 | 0 | x | -1.5
Nc1c(Cl)cc(C(=O)NC2CC2)cc1Cl | -0.1 | -1 | -1.7 | 2 | 15 | -9 | -2 | 2.9 | x
CCOc1ccc(CNC(=O)CCCc2cn(C)c3ccccc23)cc1OC | 0.2 | -2 | 0.4 | 5 | -4 | -8 | 7 | -1.0 | -1.8
Cc1ccc(NC(=O)N2CCCC2C(=O)Nc2ccc3c(c2)OCCO3)cc1 (stereo not drawn) | -0.3 | -4 | -3.3 | -1 | 4 | -10 | 2 | -0.7 | 0.0
COc1ccc(NC(=O)CS(=O)(=O)c2ccccc2)cc1 | -1.6 | 0 | -0.2 | 2 | 7 | u | 2 | 0.7 | 1.7
CSc1ccccc1OCc1cc(C(=O)N2CCN(C)C(c3ccccc3)C2)no1 (stereo not drawn) | 0.9 | -2 | -0.9 | 2 | 5 | -5 | -2 | -2.7 | 0.1
COCCCNC(=O)CNC(=O)c1nn(-c2ccc(OC)c(Cl)c2)c(=O)c2ccccc12 | -0.6 | 9 | -1.5 | 2 | 1 | -37 | -1 | x | -2.4
CC1CCN(S(=O)(=O)c2cccc(C(=O)NCc3cccs3)c2)CC1 | -0.9 | 3 | -3.9 | -3 | -1 | -4 | 7 | 2.8 | 3.7
O=C(CSc1nc2ccc(NC(=O)c3ccccc3C(=O)O)cc2s1)Nc1ccc(F)c([N+](=O)[O-])c1 | -2.1 | 21 | -2.0 | 1 | 11 | -8 | -13 | 5.4 | 1.6
Cc1ccc(NC(=O)CS(=O)CC(=O)N(CC(=O)NC2CCCC2)c2cc(C)ccc2C)cc1 (stereo not drawn) | -0.4 | -12 | -0.3 | 3 | 6 | -5 | -2 | 2.2 | 0.9
CS(=O)(=O)N(CC(=O)Nc1ccc2c(c1)OCO2)Cc1ccccc1 | 1.4 | 2 | -3.4 | -5 | 1 | 8 | 2 | 0.2 | 0.0
C/C(=N/Nc1ccc(C(=O)O)cc1)c1ccc(O)c(O)c1O | 0.0 | 2 | -0.4 | 0 | 28 | 8 | -7 | x | 0.3
CN(C)C(CNC(=O)CSc1nc2sc3c(c2c(=O)n1C)CCC3)c1ccccc1 (stereo not drawn) | 2.8 | -2 | -1.4 | 5 | 20 | 27 | -7 | x | -1.1
Cc1ccc(O)c(-c2cc(C(=O)Nc3ccc(S(=O)(=O)Nc4nc(C)cc(C)n4)cc3)[nH]n2)c1 | 0.4 | -4 | -2.7 | -4 | 9 | 0 | 5 | x | 2.0
CCNC(=O)c1ccccc1NC(=O)c1cccc(S(=O)(=O)N2CCOCC2)c1 | -0.6 | 9 | -3.1 | -1 | -3 | 0 | -3 | x | -0.3
C/C(=C\c1ccccc1)CN1CCN(c2ccccc2F)CC1 | -0.2 | -14 | -8.0 | -3 | -13 | -6 | -9 | -1.4 | 2.0
CCc1nnc(NC(=O)CSc2nnc(Cc3cc(=O)[nH]c(=O)[nH]3)n2-c2ccc(OC)cc2)s1 | -1.3 | -7 | -1.0 | 1 | 3 | -3 | -2 | 0.6 | 1.6
CCCCCCN1C[C@@H](O)[C@H](n2cc(-c3ccc(F)cc3)nn2)C[C@@H]1c1ccc(C)cc1 | 0.0 | 2 | -3.8 | -4 | -4 | 1 | -1 | -3.7 | x
CC(C)NC(=O)c1sc2nc3c(c(-c4cccs4)c2c1N)CN(C)CC3 | 0.7 | 17 | -0.7 | 2 | 11 | -14 | -13 | -0.9 | 2.6
CCOc1ccc(S(=O)(=O)NCCC(=O)OCN2C(=O)c3ccccc3C2=O)cc1 | 1.5 | -7 | 0.2 | 1 | -2 | 1 | 1 | -1.7 | -0.5

Among those listed so far, two have a COOH group:
SMILES | BoNT-A LC inh2 | CCHF vOTU inh | FadD28 binding | FBA Mtb inh | GDH-TPI counter | BoNT F protease | PrPC TRFRET | BioA inh | Mtb UGM inh
O=C(CSc1nc2ccc(NC(=O)c3ccccc3C(=O)O)cc2s1)Nc1ccc(F)c([N+](=O)[O-])c1 | -2.1 | 21 | -2.0 | 1 | 11 | -8 | -13 | 5.4 | 1.6
C/C(=N/Nc1ccc(C(=O)O)cc1)c1ccc(O)c(O)c1O | 0.0 | 2 | -0.4 | 0 | 28 | 8 | -7 | x | 0.3

Single values from the list:
CCc1nnc(NC(=O)CSc2nnc(Cc3cc(=O)[nH]c(=O)[nH]3)n2-c2ccc(OC)cc2)s1 – GDH-TPI counter: 3
C/C(=N/Nc1ccc(C(=O)O)cc1)c1ccc(O)c(O)c1O – PrPC TRFRET: -7

(more compounds)
SMILES | BoNT-A LC inh2 | CCHF vOTU inh | FadD28 binding | FBA Mtb inh | GDH-TPI counter | BoNT F protease | PrPC TRFRET | BioA inh | Mtb UGM inh
CCCCNc1c(-c2ccc(SC3CCCCC3)cc2)nc2ccccn12 | -1.4&-1.1 | -24 | -1.6 | 50* | 20 | -11&-4 | -1 | 0.2 | -1.7
COc1ccc(CNC(=O)Nc2nc(C(N)Cc3ccc(C(F)(F)F)cc3)cs2)cc1 (stereo not drawn) | -0.7 | 7 | -14 | -1 | -8 | -15 | -10 | -1.8 | x
CCc1ccc(NC(=O)C2CCN(S(=O)(=O)c3cccs3)CC2)cc1 | -1.6 | -4 | -3.0 | 3 | 3 | -8 | -1 | -2.6 | -0.4
CC1CCC(NC(=O)C2CCC(CNS(=O)(=O)c3cccc4nsnc34)CC2)CC1 (stereo not drawn) | -0.5 | -1 | -0.2 | 3 | -7 | 0 | -10 | -0.5 | 2.5
O=C(NNC(=S)NC(=O)c1cccnc1)c1ccc(Cl)cc1 | -0.7 | 6 | -1.7 | 0 | 11 | 2 | -5 | -3.0 | 0.1
CCOc1ccc(NC(=O)COC(=O)C2CCC(=O)N2)c([N+](=O)[O-])c1 (stereo not drawn) | u | -3 | -2.0 | 0 | 8 | u | -41 | x | x
CC(C)N(Cc1ccccc1)C(=O)c1cnc2n(c1=O)CCS2 | 1.2 | 0 | 0.0 | 0 | -7 | 2 | -6 | -1.4 | 0.7
CC(C)(C)C(=O)CSc1nccc(=O)[nH]1 | -0.6 | 16 | -4.9 | -3 | -9 | -13 | 8 | -1.0 | 1.1
CNC(=S)N(CCc1c(C)[nH]c2ccc(C)cc12)Cc1ccc(OC)c(OC)c1 | 0.7 | 7 | -0.3 | 0 | 3 | -9 | -10 | -1.3 | 1.6
Cc1ccc(NC(=O)COC(=O)c2cc(-c3cccs3)nn2-c2ccccc2)cc1[N+](=O)[O-] | -1.3 | 8 | -2.9 | 2 | 4 | -9 | -5 | 0.3 | -0.3
C/C=C/C=C/C(=O)OCC(=O)Nc1ccc(Cl)cc1 | -0.2 | -8 | -0.3 | 1 | 10 | -5 | 5 | x | 0.3
O=C(COC(=O)c1ccc(O)cc1)Nc1cccc(S(=O)(=O)NC2=NCCCCC2)c1 | 0.5 | -2 | -3.6 | -2 | 14 | 0 | -2 | 0.6 | 2.0
Cc1ccc(NC(=O)CCNS(=O)(=O)c2ccc(Br)s2)cc1 | 0.7 | 6 | -0.9 | 2 | 6 | -4 | -6 | -1.0 | -1.9
Cc1cc(Oc2nc3c(C)cccn3c(=O)c2/C=C(\C#N)S(=O)(=O)c2ccccc2)ccc1Cl | 0.7 | -5 | -3.0 | -4 | 9 | 3 | 3 | x | -1.8
Cc1ccc(SCc2ccc(C(=O)N3CCCCC3)cc2)cc1 | -0.1 | 2 | -2.8 | 3 | -2 | -10 | 0 | x | 0.5
Cc1cc(C(=O)NCCN2CCCCC2C)n(-c2ccccc2)n1 (stereo not drawn) | -0.2 | -4 | 0.2 | 7 | -2 | -8 | -5 | -0.5 | 2.6
CC(C)(C)c1cc(NS(=O)(=O)c2cccs2)no1 | 1.3 | 11 | -0.5 | -1 | -7 | u | -4 | -1.1 | 3.5
COc1ccccc1NC(=O)c1cc(Cl)ccc1NC(=O)c1ccco1 | -0.1 | 0 | -1.8 | -1 | -6 | -16 | -13 | -3.4 | 0.3
COc1cccc(CN(C)C(=S)Nc2cccc(C)c2)c1 | -0.9 | 1 | -3.1 | 1 | 0 | -4 | -4 | x | 0.8
O=c1cc(N2CCC3(CC2)OCCO3)[nH]c(=O)n1C1CCCCC1 | -0.5 | -3 | -3.8 | 0 | -6 | -1 | -4 | 0.4 | 0.8

SMILES | BoNT-A LC inh2 | CCHF vOTU inh | FadD28 binding | FBA Mtb inh | GDH-TPI counter | BoNT F protease | PrPC TRFRET | BioA inh | Mtb UGM inh
Cn1cnc([N+](=O)[O-])c1NCc1ccccc1 | 7.4 | 7 | -3.9 | 1 | -9 | 40* | -7 | -2.6 | -0.5
CN(C)Cc1csc(NC(=O)Nc2ccccc2C(C)(C)C)n1 | -0.2 | 1 | -1.1 | -3 | 4 | -2 | -1 | 0.3 | x
COc1ccc(NC(=O)c2ccc(NC(=O)C(C)C)cc2)c([N+](=O)[O-])c1 | 0.4 | 1 | 1.4 | 4 | 4 | 1 | -8 | -3.4 | -2.1
Cc1ccc(NCN2C(=O)C3CC=C(Cl)CC3C2=O)cc1 (stereo not drawn) | -0.3 | -5 | -3.6 | 0 | -12 | -3 | 4 | x | 0.2
CCCCCNc1c(C(=O)OCC)c(=O)[nH]c2ccccc12 | 1.2 | 0 | -4.8 | 4 | -1 | 7 | 7 | -0.7 | -1.8
COc1cccc(C(c2nnnn2-c2c(C)cccc2C)N2CCC(n3c(=O)[nH]c4ccccc43)CC2)c1OC (stereo not drawn) | 0.1 | 9 | -2.4 | 1 | x | 7 | -9 | 0.0 | x
Cc1ccc2oc(=O)n(CC(=O)O)c2c1 | -1.3 | 9 | -3.2 | -1 | 3 | -6 | -6 | 0.1 | -1.3
COc1ccc(NC(=O)CCOc2ccc(C)cc2)cc1S(=O)(=O)N1CCOCC1 | -1.2 | -5 | 0.4 | -2 | 1 | -10 | -7 | 3.1 | -0.7
CC(C)CCNC(=O)C(c1ccco1)N(CCCO)C(=O)Cn1nnc(-c2ccc(F)cc2)n1 (stereo not drawn) | -0.5 | -13 | -1.3 | 1 | -2 | -2 | 6 | x | 0.6
CCN1C(=O)c2c(C)nc3ccccc3c2C1=O | -1.0 | x | -3.0 | 0 | 5 | 0 | x | x | -0.1
Cc1cc(C)n(-c2ccc(C(=O)OC(C)C)cc2)n1 | -0.1 | 6 | -1.8 | 2 | 8 | -3 | -2 | 1.2 | 1.4
O=C(O)C1CCCCC1C(=O)NCc1ccccn1 (stereo not drawn) | -0.9 | -8 | -0.9 | 1 | -6 | -6 | -1 | x | 2.8
O=C(N/N=C/c1ccccc1OCc1ccccc1)c1cccs1 | 0.4 | 3 | -3.5 | -4 | 21 | 1 | 3 | 0.2 | -0.4
Cc1cc(N(CC(=O)NC(C)C)S(C)(=O)=O)ccc1Br | 0.0 | 3 | -0.3 | 2 | 4 | -5 | 1 | x | 0.1
CCn1c2ccccc2c2cc(/C=N/NC(=O)c3ccccc3)ccc21 | -0.4 | -16 | -2.0 | 6 | 30 | -8 | 15 | -1.1 | -0.7
CC(=O)N(c1ccccc1)c1c(F)c(F)c(F)c(F)c1F | 2.7 | 6 | 3.2 | 2 | 2 | 4 | -12 | 0.1 | -3.9
CCCCCOC(=O)c1ccc(N2C(=O)C3C4C=CC(C4)C3C2=O)cc1 (stereo not drawn) | -4.4 | 10 | -5.2 | -3 | -7 | -34 | 0 | -0.8 | 3.1
